Screens: PubChem, several laboratories
GRK2 inh: blocks RNA aptamer binding to human GRK2; P25098; bead flow cytometry, FAM-aptamer displacement from GRK2; inhibition of aptamer binding, % at 10 µM; 0.59% of 330,000 active; AID 488847;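 active = inhibition of aptamer binding above 40%, roughly 3 SD of noise, on plates passing a quality check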;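 note: median bead fluorescence of bound FAM aptamer so fluorescent compounds give negative values; no value below 0 was filed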
GASC-1 inh: human JMJD2C demethylase inhibition | 0.069% of 330,000 active | AID 2099 | Q9H3R0 | GST-JMJD2C(1-420) H3K9me3 demethylation, DELFIA europium | inhibition, % at 2.35 µM;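 active = more than half of a compound's replicate wells show inhibition beyond 50%, single wells judged on their own value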;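 note: signal counts dimethyl H3K9 product captured on neutravidin plate; 0% = median of DMSO wells and 100% = 0.3 times that DMSO median; strong numbers were not always called active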
Target sequence (Q9H3R0 1-420 limits assumed): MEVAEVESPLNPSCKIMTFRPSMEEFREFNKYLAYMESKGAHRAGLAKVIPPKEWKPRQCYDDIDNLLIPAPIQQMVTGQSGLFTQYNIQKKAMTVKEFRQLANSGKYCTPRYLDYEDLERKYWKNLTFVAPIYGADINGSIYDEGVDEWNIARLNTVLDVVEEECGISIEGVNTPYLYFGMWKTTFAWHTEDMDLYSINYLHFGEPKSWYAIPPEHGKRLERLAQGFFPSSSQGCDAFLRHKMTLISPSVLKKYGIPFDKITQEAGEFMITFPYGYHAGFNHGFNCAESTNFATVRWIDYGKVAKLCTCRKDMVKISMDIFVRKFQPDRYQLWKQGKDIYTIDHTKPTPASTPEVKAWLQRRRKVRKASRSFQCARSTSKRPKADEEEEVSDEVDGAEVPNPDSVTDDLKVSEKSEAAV
Fh CTSL1 inh: blocks F. hepatica cathepsin L1 in PFM18AAP counter-screen; recombinant F. hepatica cathepsin L1, Z-Leu-Arg-MCA fluorescence; inhibition, % at 5.96 µM; 0.49% of 300,000 active;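 active = inhibition above the mean of all tested compounds plus 3 SD, set per screening campaign, cut at about 17% in these data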;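 note: 0% = plate median of test compound wells and 100% = 1 µM Z-Phe-Ala-diazomethylketone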
core dimer inh: blocks dimerization of HCV core protein. 0.33% of 300,000 active. inhibition, % at 5 µM. TR-FRET GST/Flag-core106 dimerization, 1536-well;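 active = inhibition above the mean of all tested compounds plus 3 SD, set per screening campaign, cut at about 45% in these data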
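Assay system: tagged HCV core106 pair (GST and Flag); medium: KF-containing HEPES buffer, pH 7.45, DTT, CHAPS, BSA; also added: Eu donor and XL665 acceptor anti-tag antibodies; dosing: 5 µM single dose; timing: compound-protein-antibody incubation 4 h at 22.5 °C; signal: TR-FRET 671 and 617 nm emission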
VLA-4 inh: inhibition in a human VLA-4 binding assay | AID 2557 | 0.2% of 330,000 active | P13612 | VLA-4 expressing cells, ligand binding flow cytometry | inhibition, % (about 7 µM as worked out from the volumes in the protocol); in the data active = inhibition above about 50%
proCasp7 act: counter-screen for procaspase-3 activators: activators of human procaspase-7 | P55210 | recombinant procaspase-7, Ac-DEVD-pNA absorbance 405 nm; D23A/D198A/D206A triple mutant, cannot self-cleave; scale: DMSO 0, 5 µM enzyme 100 | activation, % at 8.5 µM | 0.093% of 330,000 active;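 active = percent activation above the screen-wide mean plus 3 SD, cut at about 25% in these data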
Target sequence (P55210 whole entry D23A/D198A/D206A): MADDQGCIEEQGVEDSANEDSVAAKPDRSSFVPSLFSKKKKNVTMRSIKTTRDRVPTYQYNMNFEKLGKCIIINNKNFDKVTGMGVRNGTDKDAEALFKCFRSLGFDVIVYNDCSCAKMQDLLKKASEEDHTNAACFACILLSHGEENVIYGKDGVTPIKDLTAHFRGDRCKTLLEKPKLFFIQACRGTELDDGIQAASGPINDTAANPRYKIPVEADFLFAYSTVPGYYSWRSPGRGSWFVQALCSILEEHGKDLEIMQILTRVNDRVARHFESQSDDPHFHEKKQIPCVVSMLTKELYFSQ
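Assay system – Uncleavable procaspase-7 mutant enzyme · Quantity – 2 µM procaspase-7 mutant as dispensed · Times – 1 h preincubation, 2 h reaction · Dosing – single nominal 8.5 µM compound dose, 0.8% DMSO final · Buffer or medium – Zinc-free 50 mM HEPES buffer, pH 7.4, with NaCl and Triton X-100 · Detection – Epi-absorbance of released pNA at 405 nm, two timepoints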
PP1 counter: blocks human PP1-alpha phosphatase, a PP5 counter-screen; inhibition, % at 6.7 µM; purified PP1alpha, OMFP fluorescence; P62136; AID 2235; 0.9% of 320,000 active;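 active = inhibition above the mean inhibition of all tested compounds plus 3 SD, computed separately for each screening campaign, cut at about 15% in these data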
proCasp3 act: procaspase-3 (human) activation; P42574; recombinant procaspase-3 D3A, Ac-DEVD-pNA absorbance 405 nm; activation, % at 8.5 µM; 0.11% of 330,000 active;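 active = activation above the mean of all tested compounds plus 3 SD, cut at about 21% in these data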;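 note: 0% = DMSO alone and 100% = DMSO wells spiked with extra 5 µM PC-3 D3A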
Target sequence (P42574 whole entry D9A/D28A/D175A): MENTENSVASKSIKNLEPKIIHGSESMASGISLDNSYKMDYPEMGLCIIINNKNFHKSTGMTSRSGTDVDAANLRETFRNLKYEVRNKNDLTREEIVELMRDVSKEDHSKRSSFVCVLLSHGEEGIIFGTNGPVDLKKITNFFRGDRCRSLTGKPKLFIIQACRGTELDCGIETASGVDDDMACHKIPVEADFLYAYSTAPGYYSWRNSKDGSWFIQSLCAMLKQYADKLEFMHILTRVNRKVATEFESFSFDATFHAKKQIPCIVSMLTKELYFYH
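Test system: Procaspase-3 D3A mutant; medium: Zinc-free HEPES/NaCl buffer with 0.01% Triton X-100 at pH 7.4; reagent: DEVD-pNA substrate; doses: one concentration, 8.5 µM nominal, 0.8% DMSO; times: 1 h preincubation plus 2 h reaction at 25 °C; signal: Epi-absorbance at 405 nm of released p-nitroaniline, 0 and 120 min; replicates: singlicate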
PP5 inh: blocks human protein phosphatase 5 activity; P53041; 0.18% of 320,000 active; purified PP5c, OMFP substrate fluorescence; inhibition, % at 6.7 µM;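 active = inhibition above the campaign's mean inhibition across all tested compounds plus 3 SD, cut at about 9.5% in these data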;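 note: 0% = DMSO only and 100% = 100 µM cantharidin control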
Numbers without * were called inactive; nt = not tested or not shown; & = joins results of further samples. Random draw from the library. About 2.6% of those tested had a hit in this group.

1. COC(C(=O)Nc1ccc(Br)cc1F)c1ccccc1 (configuration not stated)
2. COC(=O)N/N=C(\C)c1ccccc1OC(F)F
3. O=C(NCc1ccccc1Cl)c1cc([N+](=O)[O-])ccc1Cl
4. COc1ccccc1C(=O)NC(CCSC)C(=O)NNC(=O)C(C)Oc1ccccc1F (configuration not stated)
5. Cn1c(N2CCCCC2)nc2c1c(=O)[nH]c(=O)n2C
6. Cc1ccc(NC(=O)C(C)Sc2nnc(-c3cccnc3)n2-c2ccccc2)cc1 (configuration not stated)

assay / entry,1,2,3,4,5,6
GRK2 inh,0,7,0,4,1,26
GASC-1 inh,-5,-5,13,1,7,9
Fh CTSL1 inh,-11,1,1,nt,-2,-5
core dimer inh,0,-7,6,nt,1,0
VLA-4 inh,6,14,-2,-4,3,-9
proCasp7 act,1,4,2,-5,-15,-10
PP1 counter,-4,0,-3,-8,-1,1
proCasp3 act,-9,-2,4,6,9,2
PP5 inh,-1.9,-3.0,2.1,4.3,0.8,2.4

7. O=C(Cn1nc(Cl)nc1Cl)c1ccccc1
8. Cc1ccc(Nc2nnc(SCC(=O)N(C)C3CCS(=O)(=O)C3)s2)cc1 (configuration not stated)
9. COc1ccc(OCc2nnc(SCC(=O)Nc3ccccc3F)o2)cc1
10. Cc1ccc(N=c2c([N+](=O)[O-])nn(-c3ccccc3)n2O)c(C)c1
11. CCOC(=O)c1sc2ncnc(N3CCN(C(=O)OCC)CC3)c2c1C
12. Cc1ccccc1C(=O)N1CCC(C(=O)NC(C)c2ccc(-n3ccnc3)cc2)CC1 (configuration not stated)

assay / entry,7,8,9,10,11,12
GRK2 inh,2,2,0,0,0,0
GASC-1 inh,-4,32,-35,-2,14,-26
Fh CTSL1 inh,3,-5,-1,3,-1,2
core dimer inh,-7,-4,5,5,6,-4
VLA-4 inh,35,5,20,1,8,13
proCasp7 act,2,4,-4,-7,5,2
PP1 counter,-1,-1,0,-3,-2,-3
proCasp3 act,-5,2,4,0,8,-6
PP5 inh,-6.6,-0.3,2.0,0.2,-0.7,-1.2

13. Cc1ccc(S(=O)(=O)N2CCCN(C(=O)c3ccc(-n4cccn4)cc3)CC2)cc1
14. COc1ccccc1NC(=S)NC(=O)C1CC1
15. Cc1ccc(S(=O)(=O)NCCCCCC(=O)Nc2ccccn2)cc1
16. CCc1ccc(NC(=O)CSc2nc3cc(C(=O)OC)ccc3c(=O)n2Cc2ccco2)cc1
17. COc1cc(C(CCN2CCCCC2)c2c(OC)cc(OC)c3c(-c4ccccc4)cc(=O)oc23)cc(OC)c1OC (configuration not stated)
18. CCCN1CCCc2cc(CN(CCCN3CCOCC3)C(=O)Nc3ccc(OCC)cc3)ccc21

assay / entry,13,14,15,16,17,18
GRK2 inh,0,2,0,0,nt,2
GASC-1 inh,2,5,-4,1,-5,-22
Fh CTSL1 inh,nt,0,4,-2,3,-1
core dimer inh,nt,-2,-2,-2,1,-1
VLA-4 inh,-7,-21,-1,0,nt,5
proCasp7 act,-7,5,15,4,5,-6
PP1 counter,-3,1,0,-2,5,-1
proCasp3 act,3,-2,-6,8,1,-7
PP5 inh,0.7,0.8,1.2,2.2,2.7,-1.6

An excerpt from above in order of count of non-hydrogen atoms, low to high.
14. COc1ccccc1NC(=S)NC(=O)C1CC1
15. Cc1ccc(S(=O)(=O)NCCCCCC(=O)Nc2ccccn2)cc1
13. Cc1ccc(S(=O)(=O)N2CCCN(C(=O)c3ccc(-n4cccn4)cc3)CC2)cc1
12. Cc1ccccc1C(=O)N1CCC(C(=O)NC(C)c2ccc(-n3ccnc3)cc2)CC1 (configuration not stated)
16. CCc1ccc(NC(=O)CSc2nc3cc(C(=O)OC)ccc3c(=O)n2Cc2ccco2)cc1
17. COc1cc(C(CCN2CCCCC2)c2c(OC)cc(OC)c3c(-c4ccccc4)cc(=O)oc23)cc(OC)c1OC (configuration not stated)

assay / entry,14,15,13,12,16,17
GRK2 inh,2,0,0,0,0,nt
GASC-1 inh,5,-4,2,-26,1,-5
Fh CTSL1 inh,0,4,nt,2,-2,3
core dimer inh,-2,-2,nt,-4,-2,1
VLA-4 inh,-21,-1,-7,13,0,nt
proCasp7 act,5,15,-7,2,4,5
PP1 counter,1,0,-3,-3,-2,5
proCasp3 act,-2,-6,3,-6,8,1
PP5 inh,0.8,1.2,0.7,-1.2,2.2,2.7

Next compounds follow.
19. COc1ccc(OC)c2sc(NNC(=O)COc3ccccc3)nc12
20. O=C(CSCc1ccc([N+](=O)[O-])cc1)NC1CCCCCC1
21. CCOc1ccccc1N1CCN(c2nc(N)c(C#N)c(CC#N)c2C#N)CC1
22. Cc1ccc(C(=O)N(c2ccccn2)C(C)c2ccco2)cc1C (configuration not stated)
23. CC1(C2CC2)NC(=O)N(CC(=O)Nc2ccccc2-c2ccccc2)C1=O (configuration not stated)
24. O=C(CSc1ccc(-c2cccnc2)nn1)N1CCCC1

assay / entry,19,20,21,22,23,24
GRK2 inh,4,4,0,0,5,0
GASC-1 inh,24,-5,-28&-1,-5,17,53
Fh CTSL1 inh,-1,-5,-1,-3,0,-2
core dimer inh,-1,-12,11,5,-14,1
VLA-4 inh,18,-8,-16,45,1,19
proCasp7 act,8,2,7,13,1,-11
PP1 counter,0,-1,3,-4,1,-5
proCasp3 act,-2,-6,5,15,2,2
PP5 inh,-2.2,4.5,1.7,0.4,-2.5,-1.8

25. O=C(COc1ccccc1)N1CCc2ccccc2C1
26. COC(=O)Nc1nnc(-c2ccco2)s1
27. CCO[C@@H]1OC(C(=O)NCc2ccccc2)=C[C@H](c2cn(C(C)=O)c3ccccc23)[C@H]1CCCO
28. CCOC(=O)c1ccc(NC(=O)c2cc(F)c(F)cc2Cl)cc1
29. CC(C)(C)C1CCc2onc(C(=O)O)c2C1 (configuration not stated)
30. CCOC(=O)c1c(NC(=O)c2c(Br)cnn2C)c(C#N)nn1-c1ccccc1

assay / entry,25,26,27,28,29,30
GRK2 inh,3,0,nt,0,0,0
GASC-1 inh,17,1,-2,-6,-27,1
Fh CTSL1 inh,-6,1,1,0,-1,4
core dimer inh,1,-7,5,0,-2,4
VLA-4 inh,4,16,nt,0,11,-23
proCasp7 act,-10,0,9,-1,-4,-1
PP1 counter,-4,0,0,0,-3,-1
proCasp3 act,3,1,3,-3,11,-6
PP5 inh,2.1,-0.4,4.5,2.2,3.7,-1.3

31. O=C(CN1C(=O)c2ccccc2C1=O)Nc1cccnc1
32. CCOC(=O)N1CCN(S(=O)(=O)N2CCCC(C(=O)NCCCN3CCCCC3)C2)CC1 (configuration not stated)
33. CC(C)OC(=O)CSc1nc(Cc2cccs2)nc2ccccc12
34. O=C(Nc1ccccc1N1CCOCC1)c1ccc([N+](=O)[O-])cc1
35. CCOC(=O)c1ccccc1NS(=O)(=O)c1ccc(C)cc1
36. Cc1cc(NO)nc(-c2ccc(Br)cc2)n1

assay / entry,31,32,33,34,35,36
GRK2 inh,0,0,1,1,3,0
GASC-1 inh,2,-16,2,4,2,-3
Fh CTSL1 inh,2,4,5,1,0,0
core dimer inh,0,2,3,-2,3,-1
VLA-4 inh,0,8,2,11,16,9
proCasp7 act,4,0,2,2,-13,-12
PP1 counter,-1,-2,7,1,0,-3
proCasp3 act,3,-9,1,-10,-2,-9
PP5 inh,-0.1,-0.1,1.7,-1.8,0.5,-0.3

37. O=C(NC(=O)c1ccccc1)NC1(C(F)(F)F)OCCO1
38. CC1=CN2C(=NC(=O)CC2(C)C(=O)N(CC(=O)NC2CCCC2)Cc2ccc(Cl)cc2)C=C1 (configuration not stated)
39. C[C@H](CO)N1C[C@H](C)[C@@H](CN(C)S(=O)(=O)c2ccccc2)Oc2ccc(NC(=O)C3CC3)cc2C1=O
40. Cc1ccc(OCC(=O)Nc2ccc3c(c2)nc(CCN2CCCCC2)n3C)cc1
41. Clc1nc(-c2ccccn2)nc2scc(-c3ccccc3)c12
42. Cc1cc(C(=O)N/N=C2\CC(=O)CC(C)(C)C2)n[nH]1

assay / entry,37,38,39,40,41,42
GRK2 inh,2,1,0,0,1,0
GASC-1 inh,-89,-2,6,3,5,17
Fh CTSL1 inh,5,-1,nt,-1,3,-8
core dimer inh,1,-1,nt,-9,0,-5
VLA-4 inh,-13,12,26,4,5,15
proCasp7 act,0,1,-12,3,-39,-5
PP1 counter,4,-1,nt,-4,10,1
proCasp3 act,-5,12,-5,6,-6,-4
PP5 inh,0.4,-0.2,nt,0.0,3.7,-1.1

43. O=C(O)C1(NS(=O)(=O)c2ccc(Cl)cc2)CCCCC1
44. Cc1ccc(S(=O)(=O)N(CC(=O)Nc2ccc(C)cc2C)C(=O)N2CCN(C)CC2)cc1
45. O=C(COC(=O)CC12CC3CC(CC(C3)C1)C2)Nc1cccnc1Cl
46. O=C(COC(=O)C1CC1)NCc1ccc(Cl)cc1Cl
47. C/C(=N/NC(=O)c1nnn(-c2nonc2N)c1-c1ccccc1)c1ccc2c(c1)OCO2
48. Cc1ccc(-c2nn(-c3ccccc3)cc2C(=O)N2CCN(C3CCS(=O)(=O)C3)CC2)cc1 (configuration not stated)

assay / entry,43,44,45,46,47,48
GRK2 inh,0,0,3,1,1,1
GASC-1 inh,9,-14,-20,-12,1,18
Fh CTSL1 inh,1,-1,0,nt,-1,nt
core dimer inh,-4,-6,5,nt,0,nt
VLA-4 inh,-5,15,-2,11,0,-4
proCasp7 act,-8,2,1,-8,-1,9
PP1 counter,-6,1,-2,nt,1,0
proCasp3 act,5,-2,1,4,-6,14
PP5 inh,0.2,0.5,0.8,nt,3.8,3.5

49. Cn1cc(C=O)c2cc(F)ccc21
50. Cc1ccc(NC(=O)CCc2c(C)nn(-c3ccc(N4CCOCC4)nn3)c2C)cc1C
51. COc1ccc(-c2cc(C(=O)NC(C)C)no2)cc1
52. CC(C)CNC1CS(=O)(=O)CC1O (configuration not stated)
53. Cc1cc(C)nc(SCC(CSc2nc(C)cc(C)n2)C(=O)O)n1
54. O=C(NC(Cc1ccccc1)C(=O)N1CCCC(C(F)(F)F)C1)c1ccccc1 (configuration not stated)
55. C=CCC(C=C)[N+]1(CC(=O)OC)CCCCC1 (configuration not stated)
56. CCN(CC)c1ccc2cc(C(N)=O)/c(=N\NC(=O)c3ccncc3)oc2c1
57. COc1cccc(CNC(=O)CSc2ccc(-c3cccs3)nn2)c1

assay / entry,49,50,51,52,53,54,55,56,57
GRK2 inh,0,0,0,1,3,1,1,1,3
GASC-1 inh,-5,5,-11,-3,-1,3,-16,-5,-3
Fh CTSL1 inh,1,5,3,1,5,-1,-1,10,0
core dimer inh,-2,-19,2,-2,-1,2,-1,-40,3
VLA-4 inh,19,-15,5,5,3,9,1,-49,-2
proCasp7 act,12,4,2,8,-7,-4,-3,-23,-4
PP1 counter,-5,-1,-4,-1,-4,-4,3,-4,0
proCasp3 act,4,7,0,6,0,3,-1,-5,0
PP5 inh,1.0,0.7,-0.4,-1.2,-0.7,-2.6,0.7,2.9,0.4
